# MmCpn inh: inhibitors of Methanococcus maripaludis chaperonin (MmCpn); purified Mm-Cpn ATPase, ADP Transcreener TR-FRET; AID 504842; Potency, µM (top dose mostly 76.9 µM), without a hit: top-dose activity, negative = inhibition, usual class: inhibitors; 330,000 compounds, 0.031% hits; also: potency is read from the fitted curve at half-maximal effect; % is scaled to controls: 0 for no effect and ±100 for the full control effect; nearly all actives have a fitted effect of over 80% in size
#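 TR-FRET (320 nm excitation; 590 and 665 nm emission) reports ADP made from 10 uM ATP by 25 nM enzyme; compounds were preincubated 10 min, reaction run 30 min, both at 37°C.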
# Akt phos inh: Akt phosphorylation inhibition; Neuro2A IGF-stimulated pAkt S473 HTRF, 20 min; active compounds read low; activity change, % for hits at 50 µM; 360,000 compounds, 0.32% hits; in the data active = activity change below about -80%; inconclusive = mostly about -51% to -80%; also: % is scaled to controls: 0 for no effect and ±100 for the full control effect
#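 Neuro2A cells in DMEM with 0.5% FBS, overnight at 37 deg C, given compound at single 50 µM final, then IGF (6 nM final) for 20 min at 37 deg C. Lysed; phospho-Akt Ser473 by HTRF after 24 h, 665/615 ratio.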
# FUS yeast rescue: FUS proteinopathy suppression in yeast; Potency, µM (highest dose often 76.6 µM), for inactives: top-dose growth rescue (activation), most hits filed as activators; AID 1347120; S. cerevisiae FUS-expressing, growth rescue, OD600, 24 h; 390,000 compounds, 0.24% hits;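 also: potency is read from the fitted curve at half-maximal effect; plate controls were DMSO vehicle for no effect and reference control for full effect; nearly all actives have a fitted effect of over 55% in size; some results filed as inactive show a strong effect at the top dose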
#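 Read-out: OD at 600 nm after 24hr at 30C, reporting rescue of FUS-induced yeast toxicity. Cells at OD 0.005 in galactose (2%) minimal medium; compounds tested in a dilution series; CP55940 titration from 92uM final as control.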
# GLP-1R inv ag: inverse agonists of human GLP-1 receptor | HEK293 GLP-1R CRE-luciferase, luminescence, 24 h; GLP-1R form is constitutively active | P43220 | AID 624417 | Potency, µM (titrated, usually from 38.3 µM), for the others: at the highest dose activity change, negative = inhibition, actives largely listed as inhibitors | 410,000 compounds, 1.6% hits; also: potency is read from the fitted curve at half-maximal effect; % is scaled to controls: 0 for no effect and ±100 for the full control effect; nearly all actives have a fitted effect of over 55% in size
# Target sequence (P43220 whole entry, looked up): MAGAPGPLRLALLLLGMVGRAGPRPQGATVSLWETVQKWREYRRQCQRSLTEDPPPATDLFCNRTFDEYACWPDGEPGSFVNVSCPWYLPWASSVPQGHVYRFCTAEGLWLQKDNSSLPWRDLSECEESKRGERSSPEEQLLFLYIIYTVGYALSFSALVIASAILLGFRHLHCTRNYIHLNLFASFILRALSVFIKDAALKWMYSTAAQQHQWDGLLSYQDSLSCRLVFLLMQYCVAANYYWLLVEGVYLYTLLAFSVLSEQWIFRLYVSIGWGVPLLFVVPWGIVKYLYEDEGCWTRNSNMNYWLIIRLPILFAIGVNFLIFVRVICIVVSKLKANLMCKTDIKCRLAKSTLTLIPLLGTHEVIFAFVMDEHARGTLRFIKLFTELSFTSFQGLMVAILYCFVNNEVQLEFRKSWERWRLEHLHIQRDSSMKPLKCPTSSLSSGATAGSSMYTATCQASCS
#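 Assay principle: reduced luminescence from a cAMP-responsive reporter in HEK293 cells co-expressing a constitutively active GLP-1R. Conditions: 24 hr compound incubation, 37 deg C, 5% CO2.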
# Abeta rescue: compounds reversing amyloid beta toxicity in yeast; 410,000 compounds, 0.063% hits; AID 1347071; Potency, µM (top dose mostly 46.1 µM), for the others: at the highest dose growth rescue, most hits filed as activators; yeast expressing A-beta42, growth rescue, OD600, 48 h; response scale: 0% DMSO, 100% iron-clioquinol control; also: potency is read from the fitted curve at half-maximal effect; nearly all actives have a fitted effect of over 55% in size
#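 Yeast A-beta toxicity model in growth medium with pinned compounds, 48 h at 30 C; growth read as absorbance at 600 nm. Normalized to FeCl3/clioquinol equimolar mix (positive) and DMSO (negative).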
# GLP1R cytotox: cytotoxic in the GLP-1 receptor inverse agonist counter-screen; 410,000 compounds, 0.13% hits; HEK293 cAMP-luciferase reporter cells, luminescence, 24 h; Potency, µM (doses to about 38.3 µM), inactives show top-dose activity change, negative = inhibition, actives largely listed as inhibitors; AID 624418;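 also: loss of luciferase light is scored as toxicity; potency is read from the fitted curve at half-maximal effect; % is scaled to controls: 0 for no effect and ±100 for the full control effect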
#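 Seeding density was 200 cells/uL; after overnight-length (12 h) culture, 23 nL compounds went on for 24 h at 37 °C. Readout used a luciferase detection reagent, luminescence taken after 12 min at room temperature.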
# aSyn rescue: inhibitors of alpha-synuclein toxicity in yeast; Potency, µM (doses to about 46.1 µM), for the others: top-dose growth rescue (activation), hits mostly activators; 370,000 compounds, 0.14% hits; AID 652106; Yeast expressing alpha-synuclein, growth rescue, BacTiter-Glo, 24 h; also: potency is read from the fitted curve at half-maximal effect; % of control where 0% means no effect; nearly all actives have a fitted effect of over 65% in size
#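 Screening used galactose-induced yeast with toxic alpha-synuclein levels, exposed to compound for 24 hr at 30 deg C. Cell growth, read with BacTiter-Glo luminescence, gave the measured signal.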
# TDP-43 yeast inh: TDP-43 toxicity inhibition in yeast; Potency, µM (top dose mostly 46.1 µM), for inactives: top-dose growth rescue (activation), hits mostly activators; 410,000 compounds, 1.8% hits; TDP-43 expressing yeast growth rescue, BacTiter-Glo, 24 h; also: potency is read from the fitted curve at half-maximal effect; % of control where 0% means no effect; nearly all actives have a fitted effect of over 50% in size
#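 Growth rescue of TDP-43-toxic yeast measured as ATP luminescence (BacTiter-Glo). Cells grown to mid-log in raffinose, induced in galactose at OD600=0.02, exposed to compound 24 hr at 30 deg C.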
# PTHR1 agonist: activates the human parathyroid hormone receptor PTHR1; 410,000 compounds, 0.075% hits; HEK293 GP2 PTHR1 cells, GloSensor cAMP luminescence, 1 h; Potency, µM (doses to about 115 µM), without a hit: at the highest dose activation, most hits filed as activators; Q03431; also: potency is read from the fitted curve at half-maximal effect; nearly all actives have a fitted effect of over 55% in size; some results filed as inactive show a strong effect at the top dose; inactives centre near -15; many of its hits are not listed in these tables
# Target sequence (Q03431 whole entry, looked up): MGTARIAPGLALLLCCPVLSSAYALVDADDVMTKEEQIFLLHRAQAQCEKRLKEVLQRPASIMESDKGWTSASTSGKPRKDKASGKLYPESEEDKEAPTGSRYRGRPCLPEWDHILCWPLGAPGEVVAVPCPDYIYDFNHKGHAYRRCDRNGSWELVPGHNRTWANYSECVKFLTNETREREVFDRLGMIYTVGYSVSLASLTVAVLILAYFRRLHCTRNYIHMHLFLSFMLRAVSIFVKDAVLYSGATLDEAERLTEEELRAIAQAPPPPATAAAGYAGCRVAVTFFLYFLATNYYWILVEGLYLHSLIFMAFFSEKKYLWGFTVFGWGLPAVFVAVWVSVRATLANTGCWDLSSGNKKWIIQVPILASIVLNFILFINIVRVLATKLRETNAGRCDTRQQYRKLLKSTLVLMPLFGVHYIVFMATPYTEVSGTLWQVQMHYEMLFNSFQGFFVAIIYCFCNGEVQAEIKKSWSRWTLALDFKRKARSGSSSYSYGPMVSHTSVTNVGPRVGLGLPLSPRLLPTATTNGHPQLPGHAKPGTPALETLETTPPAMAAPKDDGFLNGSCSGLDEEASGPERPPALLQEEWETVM
#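 HEK-293-derived GP2 cells expressing PTHR1 and a GloSensor cAMP reporter, 3,000/well, plated overnight, given luciferin plus IBMX (each 0.5 mM as added) for 1 h at 37 °C, then compound for 1 h at 37 °C. Luminescence was read after 15 min at room temperature.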
# The depositor's hits bear a star; i = inactive; ? = inconclusive; . = no result given; [ ] = remark or other dose. Unless noted, calls follow the shape of the dose curve; as a rule, active = well fitted curve in the direction sought with a large enough effect; inconclusive = small, poorly fitted or top-dose-only effect, or another doubt; inactive = no such curve, though single readings can be large; an effect the other way counts as inactive or inconclusive.
SMILES,MmCpn inh,Akt phos inh,FUS yeast rescue,GLP-1R inv ag,Abeta rescue,GLP1R cytotox,aSyn rescue,TDP-43 yeast inh,PTHR1 agonist
Cc1ccc2[nH]c(CSc3nnc(NC(=O)COc4ccccc4F)s3)cc(=O)c2c1,.,.,-6%,5%,-22%,3%,.,0%,i
COc1ccc(S(=O)(=O)N(CC(=O)Nc2ccc(F)c(Cl)c2)c2ccc(C)cc2)cc1OC,.,.,2%,2%,-8%,-2%,-2%,24%,i
Cc1ccc(CSc2nnc(-c3ccco3)o2)cc1,0%,i,18%,-19%,14%,8%,2%,?,-69%[inhibitor]
COc1ccccc1NCCC(=O)OCC(=O)Nc1cccc(S(=O)(=O)N(C)C)c1,-6%,i,20%,5%,-6%,5%,-3%,-13%,?
CCCCN1C(=O)NC(c2cccc([N+](=O)[O-])c2)C(C(=O)OCC)=C1C (stereo not given),.,i,3%,-10%,-32%[inhibitor],3%,1%,-8%,i
CCC(CO)Oc1cc(NC(=O)c2cccc3ccccc23)c2ncn(C(C)C)c2c1 (stereo not given),-5%,i,18%,-27%,2%,-2%,8%,18%,-14%
c1ccc(-c2sc3ccccc3c2-c2ccc(OCCN3CCOCC3)cc2)cc1,-1%,i,?,?,-36%[inhibitor],1%,-21%,-2%,i
CC(Sc1nnnn1C)C(=O)Nc1ccccc1-c1ccccc1 (stereo not given),-16%,i,-5%,4%,-1%,-18%,1%,-4%,-3%[57.5 µM]
CC(C)(C)NC(=O)Cn1c(=O)oc2ccc(Cl)cc21,0%,i,-13%,10%,3%,1%,2%,25%,-5%
N#CCC(=O)Nc1ccc(C(=O)OCC(=O)NC2CCCc3ccccc32)cc1 (stereo not given),-14%,i,.,-6%,1%,-14%,-3%,19%,i
Cc1ccc(CNC(=O)CC2C(=O)Nc3c2c(=O)n(C)c(=O)n3Cc2ccccc2)cc1 (stereo not given),-2%,i,3%,-12%,4%,-11%,-19%,-18%,i
O=C(c1cc(COc2ccc(F)cc2Cl)on1)N1CCCCCCC1,3%,i,17%,?,1%,2%,28%,?,-13%
COc1cc(OC)cc(C(=O)NCCC(=O)NCCc2ccc(OC)c(OC)c2)c1,2%,i,.,-1%,-3%,-8%,-7%,-11%,i
Cc1n[nH]c(C)c1C(=O)CC1(O)C(=O)N(CCc2ccccc2)c2ccc(Cl)cc21 (stereo not given),2%,i,30%,?,-5%,-21%,0%,-19%,-2%
COc1ccc(C(=O)N/N=C/c2ccccc2C(=O)O)cc1OC,-1%,i,-9%,-23%,-6%,-15%,-2%,4%,i
COc1ccccc1NC(=O)N1CCC(NC(=O)C2CCCCC2)CC1,-1%,i,1%,11%,-10%,3%,-2%,-9%,-9%
COC(=O)[C@@]1(Cc2ccc(OC)cc2)[C@H]2c3cc(C(=O)N4CCCC4)n(Cc4ccc(S(C)(=O)=O)cc4)c3C[C@H]2CN1C(=O)c1ccccc1,.,i,25µM*,35%[activator],-6%,14%,4%,11%,i
COc1ccc(CC(=O)N(Cc2nc(-c3ccc(C)cc3)no2)C(C)C)cc1,.,.,26%,?,-6%,0%,.,?,-23%
CC[C@@H](C)[C@H](NS(=O)(=O)c1ccc(C)cc1)C(=O)N1CCC(C(=O)NCC(=O)O)CC1,-2%,i,-1%,10%,5%,5%,1%,-1%,i
COC(=O)c1sc2nc(SCc3ccccc3C#N)n(N)c(=O)c2c1C,1%,i,.,0%,11%,25%,2%,-8%,i
C=CCS/C(N)=N\N=C\c1c(O)ccc2ccccc12,-1%,i,-28%,?,2%,4%,0%,21%,-15%
CCOc1ccc(CCNC(=O)c2ccc(F)c(S(=O)(=O)N3CCOCC3)c2)cc1OCC,1%,i,21%,20%,5%,20%,4%,17%,-23%
CCOC(=O)C1=C(N)OC2=C(C(=O)CC(C)(C)C2)C1c1cccnc1 (stereo not given),-1%,i,11%,24%,4%,8%,-6%,15%,-13%
CCOC(=O)NC(=O)CSc1nc2ccccc2[nH]1,0%,i,16%,17%,-4%,2%,-5%,-16%[9.22 µM],i
CCOc1ccccc1COC(=O)c1cccc(-n2cnnn2)c1,0%,i,12%,13%,0%,-7%,2%,18µM*,-26%

# No new results follow: entries from further up.
SMILES,MmCpn inh,Akt phos inh,FUS yeast rescue,GLP-1R inv ag,Abeta rescue,GLP1R cytotox,aSyn rescue,TDP-43 yeast inh,PTHR1 agonist
CC(C)(C)NC(=O)Cn1c(=O)oc2ccc(Cl)cc21,0%,i,-13%,10%,3%,1%,2%,25%,-5%
N#CCC(=O)Nc1ccc(C(=O)OCC(=O)NC2CCCc3ccccc32)cc1 (stereo not given),-14%,i,.,-6%,1%,-14%,-3%,19%,i
Cc1ccc(CNC(=O)CC2C(=O)Nc3c2c(=O)n(C)c(=O)n3Cc2ccccc2)cc1 (stereo not given),-2%,i,3%,-12%,4%,-11%,-19%,-18%,i
O=C(c1cc(COc2ccc(F)cc2Cl)on1)N1CCCCCCC1,3%,i,17%,?,1%,2%,28%,?,-13%

# (more compounds)
SMILES,MmCpn inh,Akt phos inh,FUS yeast rescue,GLP-1R inv ag,Abeta rescue,GLP1R cytotox,aSyn rescue,TDP-43 yeast inh,PTHR1 agonist
CCCn1nc(NC(=O)COC)c2cc3cc(C)ccc3nc21,1%,i,-19%,7%,-14%,140%[activator],0%,2%,i
CC1Cc2cc(/C(O)=C3/C(=O)C(=O)N(CCCn4ccnc4)C3c3cccnc3)ccc2O1 (stereo not given),0%,i,20%,-9%,-2%,6%,-1%,10%,26%[57.5 µM]
COCCNC(=O)C1CCCN(Cc2ccc(C#N)cc2)CC1 (stereo not given),.,i,-17%,15%,-16%,4%,-2%,-29%,6%
CCc1noc(C)c1C(=O)N1CCCC(N2CCN(c3cccc(Cl)c3)CC2)C1 (stereo not given),-3%,i,10%,-20%,3%,-21%,8%,-1%,-1%
COc1cccc(CNC(=O)CCCn2c(=S)[nH]c3cc4c(cc3c2=O)OCO4)c1,2%,i,-14%,13%,.,-33%,0%,3%,i
Cc1cccc(NC(=O)CSc2nc3ccc(NC(=O)c4cccs4)cc3s2)c1,.,.,23%,-10%,-10%,-5%,.,5%,i
COc1cccc(C(C)(O)c2nc(-c3cncnc3)cs2)c1 (stereo not given),.,i,-20%,14%,17%,4%,1%,29%,-34%[inhibitor]
CC1(C)OC(=O)C(=NNc2ccc(C(=O)O)cc2)C(=O)O1,0%,i,6%,-4%,-10%,-14%,-13%,-2%,i
Cc1cc2cc(CNC(=S)Nc3ccc(OC(F)(F)F)cc3)ccc2[nH]1,-9%,i,2%,11µM*,1%,?,-4%,6%,i
O=C(c1cccc(C(F)(F)F)c1)C1CCCN(C(=O)CCc2cnccn2)C1 (stereo not given),1%,i,-2%,4%,1%,16%,-3%,-25%,-11%
C#CCNC(=O)C[C@@H]1C[C@@]2(C(=O)OCC)CCCC=C2N(Cc2cccc3ccccc23)C1=O,.,i,38%,?,-5%,-1%,-3%,1%,-29%
CC1CCC(C(C)C)C(OC(=O)C2=C3c4ccccc4S(=O)(=O)N3CC2)C1 (stereo not given),0%,i,9%,0%,7%,-7%,?,13%,-21%[57.5 µM]
COc1ccc(N2CCN(c3ccc(N)cc3C#N)CC2)cc1,0%,i,21%,-45%,-12%,-10%,1%,-3%,-7%[57.5 µM]
CC1Cc2ccccc2N1C(=O)Cc1cccs1 (stereo not given),0%,i,11%,9%,37%,3%,-7%,19%,i
CN(C)c1ccc(-c2cccc(C3CC=CC4C3C(=O)N(Cc3ccccc3)C4c3ccc4ccccc4c3)c2)cc1 (stereo not given),-6%,i,-11%,?,4%,2%,-5%,15%,i
Cc1cccn2cc(-c3cccc(NC(=O)c4cccs4)c3)nc12,1%,i,26%,-20%,-8%,-11%,-6%,15%,-14%
O=C(Nc1cccnc1Cl)c1ccc(S(=O)(=O)N2CCCCCC2)cc1,0%,.,31%,-7%,-11%,-7%,4%,?,i
O=C1CCC(=O)N(c2ccccc2)N1,?,i,-8%,17%,9%,1%,9%,-12%,i
COc1ccccc1C1CCN(C(=O)c2ccccc2)CC1,-3%,i,13%,?,-9%,3%,2%,?,i
N/C(CN1CCCC1=O)=N\OC(=O)c1ccccc1Cl,3%,i,15%,0%,17%,-1%,-5%,15%,i
Cc1cnc(CNC(=O)c2ccc3sc([C@@H]4O[C@H](CO)[C@H](O)[C@H](O)[C@H]4O)nc3c2)cn1,.,i,-16%,2%,-11%,7%,2%,18%,i
Cc1ccc(NC(=O)C2CCCN(C(=O)NCc3ccccc3)C2)c(C)c1 (stereo not given),0%,i,1%,?,11%,2%,3%,2%,-11%
Cc1ccc(S(=O)c2ccc([N+](=O)[O-])c3nonc23)cc1 (stereo not given),.,i,-5%,-22%,-80%[inhibitor],?,?,-95%[inhibitor],-42%[inhibitor]
Cc1nnc(N2C(=O)C(=O)/C(=C(/O)c3ccc4c(c3)CC(C)O4)C2c2ccccc2F)s1 (stereo not given),-30%,i,37%,-19%,11%,0%,-3%,-5%,26%
O=C1N(c2cccc3ccccc23)C(c2ccccc2)N2CCCN12 (stereo not given),3%,i,.,0%,0%,14%,-4%,0%,-18%
COc1ccc(-n2c(=O)c3ccccc3n(CC(=O)NC3CCCC3)c2=O)c(OC)c1,1%,i,11%,44%[activator],5%,-7%,0%,4%,0%[57.5 µM]

# Some of the compounds tested. The share of hits here may be higher or lower than overall.
